Vif-A3G inh: blocks the Vif interaction with human APOBEC3G. Q9HC16. HeLa A3G-eYFP + Vif (tagged APOBEC3G with the HIV-1 protein that degrades it), YFP fluorescence, overnight. Potency, µM (titrated, usually from 46.1 µM), for the others: top-dose activity, negative = active, usual class: inhibitors. 0.076% of 410,000 active. AID 602310;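 further: on the % scale 0 is the no-effect control and ±100 the full control effect; nearly all actives have a fitted effect of over 60% in size; hits raise eYFP signal because A3G escapes Vif-driven loss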
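Read-out is eYFP fluorescence (Ex 488/Em 500-530) from Vif-expressing HeLa A3G-eYFP cells; more signal means A3G escaped Vif-mediated degradation. Cells plated overnight, compound pinned in, incubated overnight at 37 deg C.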
RXFP1 ag: RXFP1 (human) receptor agonism | Potency, µM (series often up to 57.5 µM), for the others: at the top dose activation, usual class: activators | 0.3% of 370,000 active | HEK293T-RXFP1 cAMP TR-FRET, 30 min; response scale: percent of porcine relaxin response, buffer zero | Q9HBX9; further: on the % scale 0 is the no-effect control and ±100 the full control effect; nearly all actives have a fitted effect of over 60% in size; many of its hits are not listed in these tables
Target sequence (Q9HBX9 whole entry, looked up): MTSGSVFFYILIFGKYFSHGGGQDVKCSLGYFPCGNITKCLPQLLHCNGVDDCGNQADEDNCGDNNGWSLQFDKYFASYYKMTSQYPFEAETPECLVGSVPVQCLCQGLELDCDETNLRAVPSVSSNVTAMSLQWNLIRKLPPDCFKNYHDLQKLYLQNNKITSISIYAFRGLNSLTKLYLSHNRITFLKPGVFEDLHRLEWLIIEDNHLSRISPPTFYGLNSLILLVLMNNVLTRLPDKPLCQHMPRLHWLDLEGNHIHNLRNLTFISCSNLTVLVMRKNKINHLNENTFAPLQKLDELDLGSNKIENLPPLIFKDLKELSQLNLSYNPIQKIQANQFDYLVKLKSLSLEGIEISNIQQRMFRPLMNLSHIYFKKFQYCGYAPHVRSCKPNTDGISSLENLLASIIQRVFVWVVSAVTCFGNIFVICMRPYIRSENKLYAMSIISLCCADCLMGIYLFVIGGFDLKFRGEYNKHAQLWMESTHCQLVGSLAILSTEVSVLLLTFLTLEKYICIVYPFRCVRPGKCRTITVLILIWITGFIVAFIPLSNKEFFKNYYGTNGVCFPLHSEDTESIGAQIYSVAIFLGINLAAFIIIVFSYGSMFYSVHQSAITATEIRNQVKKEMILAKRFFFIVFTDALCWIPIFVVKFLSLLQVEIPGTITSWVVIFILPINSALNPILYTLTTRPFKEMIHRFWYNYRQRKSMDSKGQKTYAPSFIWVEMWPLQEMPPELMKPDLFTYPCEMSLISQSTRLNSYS
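cAMP rise read by TR-FRET after 30 min, 37C compound exposure (up to 58 uM) in RXFP1-transfected HEK293 cells with Ro 20174 present. EC50 from Hill-equation fits, with 29 nM porcine relaxin as 100% and buffer as basal.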
TrxR1 substrate: is turned over as a substrate by rat TrxR1; O89049; purified TrxR1 substrate turnover, NADPH consumption readout; Potency, µM (highest dose often 114 µM), for the others: top-dose activity change, negative = substrate turnover; 0.01% of 390,000 active; further: on the % scale 0 is the no-effect control and ±100 the full control effect; nearly all actives have a fitted effect of over 50% in size
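Rat TrxR1, dispensed at 90 nM, was prereduced with 400 uM NADPH (final) for 5 min at ~22 deg C, then incubated with compound 15 min before 400 uM selenite. A first-read NADPH fluorescence drop versus no-compound background flagged substrates.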
rTrxR1 inhibitor: inhibitors of rat thioredoxin reductase 1 | O89049 | recombinant rTrxR1, NADPH fluorescence consumption, selenite substrate | 1% of 390,000 active | AID 588453 | Potency, µM (top dose mostly 114 µM), without a hit: at the highest dose activity change, negative = inhibition, most hits filed as inhibitors; further: on the % scale 0 is the no-effect control and ±100 the full control effect; nearly all actives have a fitted effect of over 65% in size
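Rat TrxR1 (90 nM in the dispensed reagent) was pre-reduced with 400 uM NADPH for 5 min at room temperature, then incubated with compound for 15 min. After 400 uM selenite was added, NADPH fluorescence (Ex 340/Em 450 nm) was followed for 8 min.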
RGS4 inh: blocks human RGS4-accelerated GTP hydrolysis. Transcreener GDP fluorescence polarization, RGS4-accelerated GTP hydrolysis. P49798. Potency, µM (doses to about 114 µM), without a hit: at the highest dose activity change, negative = inhibition, hits mostly inhibitors. 0.039% of 390,000 active; further: on the % scale 0 is the no-effect control and ±100 the full control effect; nearly all actives have a fitted effect of over 75% in size; some results filed as inactive show a strong effect at the top dose
Target sequence (P49798 whole entry, looked up): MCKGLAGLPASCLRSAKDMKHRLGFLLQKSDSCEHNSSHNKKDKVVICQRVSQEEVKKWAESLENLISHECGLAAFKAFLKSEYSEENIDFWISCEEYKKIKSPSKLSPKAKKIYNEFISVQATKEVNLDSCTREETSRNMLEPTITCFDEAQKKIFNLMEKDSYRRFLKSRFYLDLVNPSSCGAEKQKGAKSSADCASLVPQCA
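MLSMR compounds (23 nl, pin-transferred) preincubated 10 min at room temperature with a 500nM (2x) first reagent, then RGS4 at 900nM (2x) plus Transcreener GDP mix added; fluorescence polarization (620/688 nm) read before and after 90 min at 30 °C.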
ALOX12 inh: ALOX12 (human) lipoxygenase inhibition; P18054; purified 12hLO, xylenol orange hydroperoxide absorbance; Potency, µM (highest dose often 108 µM), without a hit: at the top dose activity change, negative = inhibition, actives largely listed as inhibitors; 1.1% of 580,000 active; further: on the % scale 0 is the no-effect control and ±100 the full control effect
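Purified human 12hLO (150 nM final) in 25 mM Hepes, 0.01% Triton X-100, pH 7.0 was preincubated 15 min at room temperature with compound. Then 40 uM arachidonic acid was added, 30 min. Hydroperoxide was read by Fe-XO absorbance ratio 573/405 nm.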
Vif-APOBEC3F blk: Vif-A3F binding inhibition; HeLa A3F-eYFP + Vif (tagged APOBEC3F with the HIV-1 protein that degrades it), YFP fluorescence increase; Potency, µM (doses to about 46.1 µM), for inactives: at the top dose activity, negative = active; 0.2% of 390,000 active; further: % of control where 0% means no effect; nearly all actives have a fitted effect of over 65% in size
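HeLa cells stably expressing A3F-eYFP plus Vif, plated and incubated overnight at 37 deg C, then exposed to compounds overnight at 37 deg C. Blocked degradation read as raised yellow fluorescence (Ex 488/Em 500-530).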
USP1 inh: inhibitors of human USP1/UAF1 deubiquitinase; O94782; recombinant USP1/UAF1, Ub-Rhodamine cleavage fluorescence; Potency, µM (doses to about 57.1 µM), for inactives: top-dose activity change, negative = inhibition, actives largely listed as inhibitors; 0.23% of 390,000 active; AID 743255; further: on the % scale 0 is the no-effect control and ±100 the full control effect; nearly all actives have a fitted effect of over 60% in size; inactives centre near -12
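High-throughput fluorogenic screen: 1nM USP1/UAF1 complex, Ub-Rho substrate 150nM final, 50mM HEPES pH 7.8 with 0.5mM EDTA, 0.1 mg/ml BSA, 1mM TCEP and 0.01% Tween-20.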
IDH1 R132H inh: blocks human mutant IDH1 R132H enzyme. O75874. IDH1-R132H enzyme, NADPH consumption, diaphorase/resazurin fluorescence. Potency, µM (doses to about 76.6 µM), inactives show at the highest dose activity change, negative = inhibition, hits mostly inhibitors. 0.093% of 390,000 active. AID 602179; further: on the % scale 0 is the no-effect control and ±100 the full control effect; nearly all actives have a fitted effect of over 65% in size
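IDH1-R132H (0.5 ug/mL dispensed) in pH 7.5 Tris buffer was preincubated 30 min with compound, then given a substrate mix of 0.016 mM NADPH and 2 mM alpha-KG for 80 min at room temperature; remaining NADPH was read by diaphorase/resazurin fluorescence.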
The depositor's hits bear a star; ? = inconclusive; / = no result given; & = joins results of further samples; [ ] = remark or other dose. The call rests on the fitted dose curve; in most records, active means well fitted curve in the direction sought with a large enough effect; inconclusive means small, poorly fitted or top-dose-only effect, or another doubt; inactive means no such curve, though single readings can be large; an effect the other way counts as inactive or inconclusive. Potency means the concentration at half of the fitted maximal effect. The list is partial; rates above refer to the full screens.

Compound | Vif-A3G inh | RXFP1 ag | TrxR1 substrate | rTrxR1 inhibitor | RGS4 inh | ALOX12 inh | Vif-APOBEC3F blk | USP1 inh | IDH1 R132H inh
COc1cccc(Cn2nnc(C(=O)Nc3ccc(C)cc3)c2N)c1 | 1% | 0.8% | 5% | 24% | 6% | 406%[activator] | -5% | -3% | 3%
CC(C)(C)OC(=O)NCCC(=O)N/N=C/c1ccc2nccnc2c1 | -5% | 6.0% | -2%[57.1 µM] | -4%[57.1 µM] | 2% | 18% | -23% | ? | 1%
COc1ccc(NC(=S)N(Cc2ccc(N(C)C)cc2)Cc2ccco2)cc1 | -4% | -0.9% | -4%[57.1 µM] | -3%[57.1 µM] | -24% | 16% | -15% | 1% | 2%
O=c1nc(SCc2c(F)cccc2Cl)nc(-c2ccccc2)[nH]1 | 2% | 8.6% | 2% | 14% | 4% | -9% | -2% | -14% | 0%
Nc1cc(C(=O)OCC(=O)N2CCN(C(=O)COC(=O)c3ccc(Cl)c(N)c3)CC2)ccc1Cl | -1% | 17% | 9% | 18% | -9% | ? | 6% | -19% | 3%
O=C(c1ccc(Cn2cc([N+](=O)[O-])cn2)o1)N1N=C(C(F)F)CC1(O)C(F)F (stereo not given) | -2% | 1.4% | -7% | 9% | -17% | 19% | 0% | -17% | 7%
FC(F)(F)c1ccc(Cl)c(N/N=C/c2ccc(N3CCOCC3)s2)c1 | -18% | 5.0% | -12%[11.4 µM] | -12%[11.4 µM] | -51% | ? | -1% | -18% | 2%
CCCC(O)(c1ccc(Cl)cc1)C(CN1CCOCC1)c1ccc(Cl)cc1 (stereo not given) | 0% | -0.9% | -8% | -8% | -10%[56.9 µM] | ? | -4% | -23% | -5%
CC1=C(C(=O)OCc2ccccc2)C(c2ccc3ccccc3c2)NC(=O)N1CCCCCC(=O)O (stereo not given) | 0% | 0.8% | 3%[57.1 µM] | -12%[57.1 µM] | 15% | ? | 8% | ? | -7%
CCN(C(=O)c1cnc(N2CCN(c3ncccn3)CC2)c2ccccc12)c1cccc(Cl)c1 | 2% | 3.1% | 9%[11.4 µM] | -43%[57.1 µM] | -27% | ? | 5% | -20% | 4%
NC(=O)c1ccc(NC(=O)CNC(=O)c2sc3ccccc3c2Cl)cc1 | -10% | 5.0% | -1% | 6% | -25% | -13% | 0% | -8% | -9%
Cc1ccc(-c2nc3ccccc3s2)cc1S(=O)(=O)N1CCOCC1 | 1% | 2.7% | 28% | 43%[57.1 µM] | -10% | 2%&0% | -2% | -10% | 4%
CN(CC(=O)Nc1ccc(Cl)cc1)C(=O)c1cc(-c2cccs2)nn1-c1ccccc1 | 0% | 9.5% | -1% | 10% | -2% | -14% | 3% | -14% | 2%
COC(=O)C1=C(C)Nc2nnnn2C1c1cc(OC)ccc1OC (stereo not given) | 1% | 0.6% | 5%[2.29 µM] | -8%[57.1 µM] | 8% | 7% | 2% | 0% | 0%
O=C(Nc1ccc(N2CCOCC2)cc1)C1=NN(c2ccccc2)C(=O)CC1 | -2% | 2.5% | -17% | -17% | -15% | ? | 4% | -19% | 10%

Overlap with the part before: four entries, then new ones.
Compound | Vif-A3G inh | RXFP1 ag | TrxR1 substrate | rTrxR1 inhibitor | RGS4 inh | ALOX12 inh | Vif-APOBEC3F blk | USP1 inh | IDH1 R132H inh
Cc1ccc(-c2nc3ccccc3s2)cc1S(=O)(=O)N1CCOCC1 | 1% | 2.7% | 28% | 43%[57.1 µM] | -10% | 2%&0% | -2% | -10% | 4%
CN(CC(=O)Nc1ccc(Cl)cc1)C(=O)c1cc(-c2cccs2)nn1-c1ccccc1 | 0% | 9.5% | -1% | 10% | -2% | -14% | 3% | -14% | 2%
COC(=O)C1=C(C)Nc2nnnn2C1c1cc(OC)ccc1OC (stereo not given) | 1% | 0.6% | 5%[2.29 µM] | -8%[57.1 µM] | 8% | 7% | 2% | 0% | 0%
O=C(Nc1ccc(N2CCOCC2)cc1)C1=NN(c2ccccc2)C(=O)CC1 | -2% | 2.5% | -17% | -17% | -15% | ? | 4% | -19% | 10%
COc1c(C)cc(S(=O)(=O)NCc2ccco2)c(C)c1C | -4% | -0.4% | 8%[0.0914 µM] | 15%[0.0914 µM] | -3% | -18% | -5% | -21% | -5%
O=C(NCc1nnnn1-c1ccc(F)c(F)c1)c1ccc2c(c1)OCO2 | 2% | 0.9% | 11% | 14%[57.1 µM] | -34% | 2% | 4% | -17% | 2%
Oc1ccc(Br)cc1/C=N/n1c(-c2ccccc2)n[nH]c1=S | -5% | -0.2% | -4% | -10% | -38% | ? | 11% | -12% | -9%
COc1ccccc1CNC(=O)C1CC(c2cccc([N+](=O)[O-])c2)=NO1 (stereo not given) | -22% | 0.7% | 9%[57.1 µM] | 15%[57.1 µM] | 0% | -8% | -2% | 17% | -2%
COC(=O)CNC(=O)C1CCCN1C(=O)CNC(=O)OC(C)(C)C (stereo not given) | -1% | 0.6% | 4%[57.1 µM] | 6%[57.1 µM] | 23% | -2% | -10% | -10% | 1%
N#Cc1ccccc1/C=N/Nc1nc(-c2ccccc2)c2cc(Cl)ccc2n1 | 5% | -4.0% | 9% | -62%[57.1 µM] | -41% | ? | ? | -24% | 1%
CCCCCC(=O)NC(=S)Nc1ccccc1C(=O)OC | 3% | 2.0% | 4% | ? | -48% | -25% | -1% | -21% | -3%
CCOC(=O)c1cc(-c2cccs2)nn1CCC#N | 4% | 0.8% | -1% | 7% | 26% | 0%[57.4 µM] | 2% | -7% | -3%
Cc1ccc(NC(=O)CN(C)C(=S)NC2CC2)cc1 | -2% | 0.0% | 11%[57.1 µM] | 24%[57.1 µM] | 2% | -19% | -1% | -18% | 1%
Cc1nn(C(C)C(=O)NC2CCCCC2)c(=O)c2c1sc1ccccc12 (stereo not given) | -4% | 9.0% | 11% | 4% | -33% | -2% | 3% | -14% | -2%
O=C(COc1ccccc1Cl)Nc1ccc(OCc2cc(=O)n3ccsc3n2)cc1 | 0% | 24% | -1% | 9% | 25% | -4% | 0% | ? | 20%
Cc1cccc(S(=O)(=O)N(C)C[C@H]2OCc3cn(nn3)CCCC(=O)N([C@H](C)CO)C[C@@H]2C)c1 | -5% | / | / | / | / | -4% | -12% | -26% | -5%
CCc1ccc(N2CSC3=C(C#N)C(c4cccs4)CC(=O)N3C2)cc1 (stereo not given) | -11% | 16% | -11% | ? | ? | / | 1% | ? | 3%
Cc1ccccc1-c1nc(CN2CCSCC2)c(C)o1 | -1% | 1.1% | 3%[57.1 µM] | -3%[57.1 µM] | 17% | -2% | 2% | -5% | 3%
Brc1cccc(-c2nnn3c2nc(NCc2ccc4c(c2)OCO4)c2ccccc23)c1 | 1% | ? | 10% | 6% | 19% | ? | -27% | -10% | 0%

Limited to RGS4 inh, rTrxR1 inhibitor and USP1 inh (two entries from above):
SMILES | RGS4 inh | rTrxR1 inhibitor | USP1 inh
CCCCCC(=O)NC(=S)Nc1ccccc1C(=O)OC | -48% | ? | -21%
CCOC(=O)c1cc(-c2cccs2)nn1CCC#N | 26% | 7% | -7%

More compounds:
Compound | Vif-A3G inh | RXFP1 ag | TrxR1 substrate | rTrxR1 inhibitor | RGS4 inh | ALOX12 inh | Vif-APOBEC3F blk | USP1 inh | IDH1 R132H inh
O=C(COc1ccccc1Cl)NCCNC(=O)c1cccnc1 | 4% | 1.1% | 0% | 23% | 12% | -7% | 10% | 9% | 1%
COc1ccc(CCc2nnc(CCC(=O)NCc3cc(C(C)C)no3)o2)cc1 | -1% | -1.5% | 5% | 18% | -4% | 6% | -6% | -3% | 6%
COc1ccc(NC(=O)c2cccnc2Nc2ccccc2)cc1 | -4% | -0.3% | 0% | 8% | -20% | ? | 4% | -12% | 3%
CCCOc1ccc(C2C(=O)N(C3CCCCC3)CC(=O)N2C2CC2)cc1OC (stereo not given) | -1% | 1.3% | 3% | 8% | 3% | -8% | -6% | -3% | 2%
CCC(=O)N1CCc2cc(Br)cc(S(=O)(=O)CCC(=O)Nc3ccc(C)c(C)c3)c21 | -5% | 17% | 2%[57.1 µM] | 19%[57.1 µM] | -8% | -5% | -2% | -8% | 5%
CC[C@H]1c2[nH]c3ccccc3c2C[C@H]2C(=O)N(c3ccc(F)cc3)C(=O)N21 | -2% | 1.0% | 0% | 2% | 8% | -2% | -6% | 9% | 0%
Cc1nn(CC(=O)N2CCN(S(=O)(=O)c3ccccc3)CC2)c(C)c1[N+](=O)[O-] | -8% | 0.6% | -1% | 13% | 20% | -4% | -2% | -9% | -12%
Cc1c(NC(=O)CN(c2ccccc2)S(=O)(=O)c2ccc(F)cc2)c(=O)n(-c2ccccc2)n1C | -1% | 0.2% | -9% | -14% | 12% | 96%[activator] | 4% | -1% | 3%

Assay outcomes deposited in PubChem by National Center for Advancing Translational Sciences (NCATS).
